# Screening data: PubChem, National Center for Advancing Translational Sciences (NCATS)
# PNC inhibitor: blocks assembly of the perinucleolar compartment. activity change (PNC), negative = inhibition, % at 10 µM. actives 3.1% (n = 140,000). PC3M PTB-GFP, PNC prevalence imaging, 16 h; stronger effect = lower value;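 active = readout at or below -70, meaning at least 70% loss of cells showing the perinucleolar compartment, a nuclear body marking cancer cells; inconclusive = readout between -30 and a set limit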;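 note: plate controls were DMSO wells for no effect and camptothecin positive control wells for full effect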
#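 Read-out is percentage of cells bearing a perinucleolar compartment, from automated 20x imaging of fixed, Hoechst-stained PC3M PTB-GFP cells. Cells were seeded 4 h, then exposed 16 h to compound (23 nl of library stock) in duplicate plates.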
# 12-hLO inh: blocks human 12-lipoxygenase activity. P18054. purified 12-hLO, xylenol orange hydroperoxide absorbance. Potency, µM (doses to about 57.1 µM), inactives show at the top dose activity change, negative = inhibition, hits mostly inhibitors. actives 0.12% (n = 150,000); note: potency is the fitted concentration of half-maximal effect; nearly all actives have a fitted effect of over 55% in size; many of its hits are not listed in these tables
# Target sequence (P18054 whole entry, looked up): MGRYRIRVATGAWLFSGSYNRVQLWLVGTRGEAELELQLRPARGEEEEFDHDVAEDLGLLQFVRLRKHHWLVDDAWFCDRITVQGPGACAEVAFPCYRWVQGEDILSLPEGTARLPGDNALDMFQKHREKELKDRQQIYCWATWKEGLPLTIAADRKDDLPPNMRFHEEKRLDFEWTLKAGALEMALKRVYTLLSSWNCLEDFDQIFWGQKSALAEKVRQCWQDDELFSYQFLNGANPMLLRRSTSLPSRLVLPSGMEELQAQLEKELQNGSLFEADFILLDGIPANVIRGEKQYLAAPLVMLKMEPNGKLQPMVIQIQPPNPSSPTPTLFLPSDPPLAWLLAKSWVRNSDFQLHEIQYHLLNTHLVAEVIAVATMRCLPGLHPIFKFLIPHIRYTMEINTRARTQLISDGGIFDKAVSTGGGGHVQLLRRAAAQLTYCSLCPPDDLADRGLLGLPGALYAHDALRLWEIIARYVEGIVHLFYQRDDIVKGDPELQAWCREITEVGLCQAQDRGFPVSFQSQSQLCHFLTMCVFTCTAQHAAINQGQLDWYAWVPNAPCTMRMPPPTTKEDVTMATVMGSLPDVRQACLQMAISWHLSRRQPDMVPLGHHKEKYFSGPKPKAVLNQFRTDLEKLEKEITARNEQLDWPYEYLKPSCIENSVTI
#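 Lipoxygenase turnover measured by absorbance at 573 and 405 nm after Fe-XO development. Human 12hLO 150 nM, arachidonate 40 uM, pH 7.0 Hepes buffer with detergent; 15 min compound preincubation, 30 min reaction.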
# 15-hLO-2 inh: 15-hLO-2 (ALOX15B) enzyme inhibition | O15296 | purified 15hLO-2, xylenol orange hydroperoxide absorbance | Potency, µM (doses to about 57.1 µM), without a hit: at the highest dose activity change, negative = inhibition, hits mostly inhibitors | actives 0.56% (n = 110,000); note: potency is the fitted concentration of half-maximal effect; nearly all actives have a fitted effect of over 60% in size; many of its hits are not listed in these tables
#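 Screening format was qHTS against 50 nM purified 15hLO-2 in Hepes pH 7.5 with detergent. Activity follows hydroperoxide formation from 45 uM arachidonic acid, measured as 573:405 nm absorbance ratio of the ferric-xylenol orange complex.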
# IMPase cell inh: cell-permeable inhibitors of inositol monophosphatase (IMPase) | AID 901 | 120,000 tested, under 10 active | P97697 | inhibition (IP1 accumulation), % at 46.1 µM | CHO-M1 cells, IP1 accumulation, HTRF TR-FRET ratio; active = well fitted curve in the direction sought with a large enough effect in the signal ratio, not every such curve was filed as active; inconclusive = small, poorly fitted or top-dose-only effect, or a change in a side signal; inactive = no such curve, though single readings can be large or run the other way; the % refers to the signal ratio;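 note: cells stimulated with carbachol in lithium chloride buffer; plate controls were DMSO basal wells for no effect and reference inhibitor wells for full effect; higher means more IMPase inhibition seen as more IP1 and lower FRET ratio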
# Target sequence (P97697 whole entry, looked up): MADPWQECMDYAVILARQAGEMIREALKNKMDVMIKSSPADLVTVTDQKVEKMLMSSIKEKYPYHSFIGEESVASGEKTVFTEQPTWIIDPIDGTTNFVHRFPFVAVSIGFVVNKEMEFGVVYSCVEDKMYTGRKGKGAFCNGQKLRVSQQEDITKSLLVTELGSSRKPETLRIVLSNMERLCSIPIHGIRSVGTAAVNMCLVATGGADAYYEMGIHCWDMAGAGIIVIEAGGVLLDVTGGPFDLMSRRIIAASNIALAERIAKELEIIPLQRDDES
#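 The IP-One HTRF competitive assay in carbachol-stimulated CHO-M1 cells quantifies cellular IP1. Compounds spanned up to 46 uM final, and activity is expressed as AC50 from concentration-response fits of the ratio and donor data.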
# * marks the source's active call; other numbers are inactive results; ? = inconclusive; / = no result given; [ ] = dose if it differs, or a comment. Unless noted, calls come from the whole dose curve; as a rule, active = well fitted curve in the direction sought with a large enough effect; inconclusive = small, poorly fitted or top-dose-only effect, or another doubt; inactive = no such curve, though single readings can be large; an effect the other way counts as inactive or inconclusive. Unless noted, % is set by controls: 0 for no effect and ±100 for the full control effect. The list is partial (hit frequency here may not be typical).
SMILES,PNC inhibitor,12-hLO inh,15-hLO-2 inh,IMPase cell inh
Cc1cccc(NC(=O)c2cc([N+](=O)[O-])ccc2NC2CCCCC2)c1,?,0%,/,/
Cc1noc(C)c1S(=O)(=O)N(CC(=O)Nc1ccc2c(c1)OCO2)c1ccc(C(C)C)cc1,-18,-1%,13%,4
O=C(CSc1ncc(C(F)(F)F)cc1Cl)N1CCN(S(=O)(=O)c2ccccc2)CC1,-1,-7%,5%,10
Cn1cc[nH]c1=S,16,-7%,-5%,8[20.6 µM]
Cc1ccc(OCc2nnc(SCC(=O)N3CCOCC3)n2C)cc1,-107*,1%,-2%,9
CCOc1cc(C(=O)NC(=S)Nc2cccnc2)cc(OCC)c1OCC,-14,-13%,/,/
O=S(=O)(c1ccc(NC(=S)Nc2ccc(OC(F)F)cc2)cc1)N1CCOCC1,43,1%,/,/
O=C(CSc1nc2ccccc2o1)c1cc2ccccc2oc1=O,-19,-9%,/,-1
COc1ccc(-n2c(C)c(C(C)=O)c(C(C)=O)c2C)cc1,-14,-2%,-13%,2
O=C(O)c1cc2nc3c(c(C(F)(F)F)n2n1)CCc1ccccc1-3,-87*,-2%,1%,3
COc1ccc(OC)c(N(CC(=O)Nc2cccnc2)S(C)(=O)=O)c1,18,0%,3%,-3
O=C(N/N=C/c1ccsc1)c1cc(-c2ccncc2)nc2ccccc12,-114*,-4%,/,/
CCCCC(=O)c1c(C)cc(C)[nH]c1=O,?,-1%,1%,5
CCc1ccc(NC(=O)C(C)OC(=O)CCC(=O)c2cccs2)cc1 (stereo not given),-13,2%,/,/
COc1ccc(CNc2nc3c(c(=O)[nH]c(=O)n3C)n2Cc2ccccc2C)cc1,5,-9%,-10%,-8
Cc1ccc2c(COC(=O)C3=COCCO3)cc(=O)oc2c1,23,-2%,-1%,11
CC(Oc1ccc(Cl)cc1Cl)C(=O)NC(=S)N1CCc2ccccc21 (stereo not given),-27,-13%,/,9
O=C(Nc1ccccc1)c1nc2ccccc2s1,?,1%,/,/
COc1cc(/C=C/C(=O)NCCn2c(C)cc3ccccc32)cc(OC)c1OC,48,-2%,/,/
COc1ccc(-c2nnc(SCc3ccccn3)n2C)cc1,?,5%,/,-3
Cc1ccc(-c2nn(CC(=O)NCc3ccco3)c(=O)c3ccccc23)cc1,-111*,0%,-1%,4
CCN(CC)S(=O)(=O)c1ccc(OC)c(NC(=O)COc2ccc3c(C)cc(=O)oc3c2)c1,-30,3%,/,?
CCOC(=O)c1c(NC(=O)CSc2nnc(C)s2)sc2c1CCC(CC)C2 (stereo not given),-20,0%,/,-3[0.0738 µM]
CC(S)C(=O)NCC(=O)O (stereo not given),/,0%[0.00818 µM],18%[0.0915 µM],/
CC(C)NC[C@H](O)c1cc(O)cc(O)c1,/,-3%[25.6 µM],3%[25.6 µM],-5[20.6 µM]
NC(=O)Cc1ccc2sc(-c3ccccc3)nc2c1,?,4%,/,/
O=C(CCC(=O)N1CCOCC1)Nc1nnc(C2CCCCC2)s1,0,12%,-7%,-1
O=C(c1cc(C(F)(F)F)cc(C(F)(F)F)c1)N1CCC2(CCCN(Cc3ccncc3)C2)CC1,/,-8%,38%[activator],/
CN1C(=O)C(CC(=O)NC2CCCCC2)SC1=Nc1ccccc1 (stereo not given),?,-1%,/,/
CCN(CC)C(=O)C1CCC(CNS(=O)(=O)c2cccc3cccnc23)CC1 (stereo not given),75,3%,/,-3
N#Cc1c(-c2ccco2)c2c([nH]c1=S)CCCC2,?,0%,-29%,-15
Cc1cc2nn(-c3cccc4ccccc34)nc2cc1N,52,-7%,-18%,-4
Cc1cc(C)cc(NC2=NCC(=O)N2Cc2ccccc2)c1,-5,4%,1%,6
CCOC(=O)c1ccc(NC(=O)CC2COc3ccccc3O2)cc1 (stereo not given),?,-9%,-1%,12
CCN(CCC#N)c1ccc(/C=N/Nc2nc(C)cc(=O)[nH]2)c(C)c1,52,4%,/,14
O=c1c2oc3ccccc3c2ncn1Cc1ccccc1F,-2,-15%,-1%,3
Cc1cccc(NC(=O)/C=C/c2ccc([N+](=O)[O-])s2)c1,?,3%,/,2
Cc1cc(C)n(C(=O)CCNC(=O)c2ccccc2Br)n1,16,-1%,1%,-1
COc1cc([C@H]2[C@@H]3CCCC[C@]3(O)CCN2CC(=O)Nc2ccc(C)cc2C)ccc1O,-28,-6%,1%,4
CCOC(=O)C(CCCOc1cccc(CC)c1)C(=O)OCC,11,-1%,8%,8
COc1ccc(/C=N/n2cnnc2SCCO)cc1OC,?,2%,-14%,-3
O=C(CCn1c(=O)sc2ccccc21)Nc1cccnc1,89,4%,/,-7
CCCCn1c(O)c(C=NCCCN(C)C)c(=O)[nH]c1=O,-16,2%,-6%,0
CCCn1c(C(C)NC(=O)c2ccccc2)nc2ccccc21 (stereo not given),84,2%,/,-4
Cc1nc(SCC(=O)O)c2oc3ccccc3c2n1,-15,2%,-2%,3
Cc1ccc(-n2ncc3c(=O)n(-c4ccc(C)c(C)c4)c(C)nc32)cc1,?,-6%,3%,11
Cc1ccc(-c2nnc(CSc3nnc(COc4cccc5ccccc45)n3-c3ccccc3)o2)cc1,6,-6%,3%,10
Nc1sccc1C(=O)c1ccccc1,?,1%,-10%,-7
CCCCSc1nc(N)c(C#N)c(-c2cccs2)c1C#N,?,-10%,-5%,1
O/N=C1\CC(O)Cc2nonc21 (stereo not given),6,-2%,1%,2

# Structural class, the entries above containing a COOH group.
SMILES,PNC inhibitor,12-hLO inh,15-hLO-2 inh,IMPase cell inh
O=C(O)c1cc2nc3c(c(C(F)(F)F)n2n1)CCc1ccccc1-3,-87*,-2%,1%,3
CC(S)C(=O)NCC(=O)O (stereo not given),/,0%[0.00818 µM],18%[0.0915 µM],/
Cc1nc(SCC(=O)O)c2oc3ccccc3c2n1,-15,2%,-2%,3

# Following part
SMILES,PNC inhibitor,12-hLO inh,15-hLO-2 inh,IMPase cell inh
CN(Cc1ccccc1)S(=O)(=O)c1ccc(C(=O)Nc2nnc(C3CC3)o2)cc1,99,2%,81%[activator],-9
CCCN1CCN(c2ncnc3c2nnn3Cc2ccccc2)CC1,4,13%,36%[activator],7
CC(C)(C)c1csc(NC(=O)Cn2c(=O)oc3ccccc32)n1,?,-1%,-4%,7
Cc1cc(NC(=O)C2C3C(=O)N(Cc4ccc(Cl)cc4)C(C(=O)NC(C)(C)C)C34C=CC2(C)O4)no1 (stereo not given),3,1%,-1%,-10
O=C(COc1ccc([N+](=O)[O-])cc1)Nc1ccc(N2CCCC2)cc1,11,0%,/,/
COc1ccc(S(=O)(=O)Nc2ccc3c(c2)OCO3)cc1Cl,29,-18%,-14%,18
O=C1N/C(=C/c2cccn2-c2ccccc2)C(=O)N1Cc1ccccc1F,46,-2%,/,/
Cc1cc(C)nc(NC(=O)C(c2ccccc2)c2ccccc2)n1,-6,1%,2%,10
Cc1cccc(C)c1OCC(O)CNS(=O)(=O)c1ccccc1C(=O)N1CCCCC1 (stereo not given),55,-3%,/,9
COc1cc(OC)cc(C(=O)Nc2ccc(S(=O)(=O)Nc3cc(C)on3)cc2)c1,-26,-5%,/,/

# 3 entries out of the list above, ordered by their value in 15-hLO-2 inh, largest number first:
mol | 12-hLO inh | 15-hLO-2 inh | IMPase cell inh
Cc1ccc(-n2ncc3c(=O)n(-c4ccc(C)c(C)c4)c(C)nc32)cc1 | -6% | 3% | 11
CCCCC(=O)c1c(C)cc(C)[nH]c1=O | -1% | 1% | 5
COc1ccc(/C=N/n2cnnc2SCCO)cc1OC | 2% | -14% | -3

# Complete entries, quoted from the list.
# `O=C1N/C(=C/c2cccn2-c2ccccc2)C(=O)N1Cc1ccccc1F` in the list: PNC inhibitor: 46; 12-hLO inh: -2%; 15-hLO-2 inh: /; IMPase cell inh: /
# `O=C(COc1ccc([N+](=O)[O-])cc1)Nc1ccc(N2CCCC2)cc1` in the list: PNC inhibitor: 11; 12-hLO inh: 0%; 15-hLO-2 inh: /; IMPase cell inh: /
# `CCCN1CCN(c2ncnc3c2nnn3Cc2ccccc2)CC1` in the list: PNC inhibitor: 4; 12-hLO inh: 13%; 15-hLO-2 inh: 36%[activator]; IMPase cell inh: 7

# The results go on:
SMILES,PNC inhibitor,12-hLO inh,15-hLO-2 inh,IMPase cell inh
Cc1cccc(CN2CCc3c(OCC(=O)N4CCCc5ccccc54)cccc3C2=O)c1,-19,-10%,/,17
CCOC(=O)C1CCCN(C(=O)c2cc(-c3ccc(C)cc3)on2)C1 (stereo not given),5,-5%,3%,6
CC(C)(C)n1nnnc1C(c1cccs1)N(Cc1ccccc1)Cc1ccco1 (stereo not given),-3,-4%,-17%,12
COc1ccccc1CNc1ccc(N2CCOCC2)c(C(=O)O)c1,2,10%,-4%,4
CN(C)/C=C1/Sc2ccccc2C1=O,27,-5%,-27%,3
O=C1NC(c2ccccc2)CCC1(Cl)Cl (stereo not given),-7,0%,/,/
O=C(c1ccccc1)c1ccc2nc(N3CCN(C(=O)c4ccco4)CC3)c3nncn3c2c1,50,-2%,-17%,6
O=C(c1ccc2ccccc2c1)N1CCN(c2ccccc2)CC1,-19,-11%,-15%,12
O=C(O)c1cc(S(=O)(=O)N2CCCC2)ccc1Br,26,-4%,4%,0
NC(=O)C1(NC(=O)[C@@H]2CC3(CC(c4cccc(NC(=O)[C@@H]5CCC(=O)N5)c4)=NO3)CN2C(=O)Cc2ccc(C(F)(F)F)cc2)CC1 (stereo not given in full),105,-14%,-16%,0
COc1ccc(N2C(=O)c3cccc4cccc(c34)C2=O)nn1,38,-1%,4%,-10
O=C(CNC(=O)c1cccs1)NCCN1CCN(c2ccccc2F)CC1,?,5%,27%,3
O=C(O)/C=C/C(=O)NNC(=O)c1cccc(Br)c1,115,-3%,/,4
COc1ccc(C(OC(=O)c2cccs2)C(=O)NCC2CCCO2)cc1 (stereo not given),-15,1%,7%[11.4 µM],-1[1.84 µM]
CC(C)CC(C(=O)O)N(Cc1ccccc1)Cc1ccccc1 (stereo not given),-19,5%,/,11
C=C(C)CN=c1scc(C)n1/N=C/c1ccco1,29,-7%,-12%,2
COc1ccc(-c2cc(C(F)(F)F)c3c(=O)n(-c4ccccc4)[nH]c3n2)cc1,71,1%,26%,4
O=C(O)c1ccc(CNCc2ccccc2)cc1,/,-1%[11.4 µM],-4%[11.4 µM],/
O=C(CN(C(=O)CNS(=O)(=O)c1ccccc1)C1CCCC1)NCc1ccco1,-26,2%,-4%,12
CC1CCCC(NC(=O)COC(=O)c2cc(S(=O)(=O)N3CCCCC3)ccc2N2CCOCC2)C1C (stereo not given),26,-7%,3%,-3

# Reformatted with tabs: part of the list above
SMILES	PNC inhibitor	12-hLO inh	15-hLO-2 inh	IMPase cell inh
O=C(O)/C=C/C(=O)NNC(=O)c1cccc(Br)c1	115	-3%	/	4
COc1ccc(C(OC(=O)c2cccs2)C(=O)NCC2CCCO2)cc1 (stereo not given)	-15	1%	7%[11.4 µM]	-1[1.84 µM]
CC(C)CC(C(=O)O)N(Cc1ccccc1)Cc1ccccc1 (stereo not given)	-19	5%	/	11
C=C(C)CN=c1scc(C)n1/N=C/c1ccco1	29	-7%	-12%	2
COc1ccc(-c2cc(C(F)(F)F)c3c(=O)n(-c4ccccc4)[nH]c3n2)cc1	71	1%	26%	4

# (continued)
SMILES,PNC inhibitor,12-hLO inh,15-hLO-2 inh,IMPase cell inh
C=CCCCCCCCCC(=O)NNC1=CC(=O)CC(C)(C)C1,65,0%,-17%,1
Cc1cc2cc(CN(Cc3cccs3)S(=O)(=O)c3ccc4c(c3)OCCO4)c(=O)[nH]c2cc1C,?,0%,/,-16
CCCC(c1nnnn1Cc1ccco1)N1CCN(C(=O)c2ccco2)CC1 (stereo not given),16,-5%,-1%,0
Cc1ccccc1NC(=O)CSc1nnnn1C,18,5%,-4%,?
COc1cccc(OCc2nnc(SCC(=O)OC3CCCCC3)n2C)c1,16,-5%,3%,7
C=C(C)c1cccc(C(C)(C)NC(=O)NCCCN2CCCC2=O)c1,?,-4%,-6%,3
COc1ccccc1-c1noc(-c2ccccc2C(=O)Nc2ccccc2)n1,24,-2%,0%,-2
